# Bioassay records: PubChem BioAssay, Broad Institute
# FN deposit inh: fibronectin deposition inhibition. inhibition, % at 12.6 µM. AH1F fibroblasts, Alexa488-fibronectin deposition fluorescence, overnight. AID 743247. actives 0.086% (n = 350,000);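 active means mean inhibition across replicates of 30% or more, regardless of how many single replicates reach that level; inconclusive means mean under 30% yet at least half of replicates reach 30%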;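 further: positive control wells lacked labelled fibronectin entirely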
#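 Material: AH1F fibroblasts assembling fluorescent fibronectin matrix; amount: 10000 AH1F cells/well; medium: DMEM, 2% serum; reagent: Alexa488-fibronectin, 24 nM final in well; dosing: single compound dose, delivered by pin transfer; incubation: 1 h adhesion, overnight exposure; detection: fluorescence after three HBSS washes, excitation 485 nm, emission 525 nm; measure: fibronectin deposition inhibition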
# RAD54 inh: inhibitors of human RAD54 branch migration; RAD54 Holliday junction branch migration, FAM/BHQ fluorescence; actives 0.14% (n = 360,000); Q92698; inhibition, % at 10.4 µM;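 active means mean normalized replicate activity at least 40 and at least half of replicates scoring 40 or more; inconclusive means only one of the two criteria met; inactive means mean below 40 and under half of replicates reaching 40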;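 further: 0% = median of neutral control wells and 100% = median of positive control wells; inhibitors cause a drop in the FAM fluorescence signal; in these data hits start at about 50%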
# E-selectin induc: induces E-selectin expression in human endothelial cells; P16581; HUVEC E-selectin immunofluorescence imaging; normalized: neutral wells 0, TNF-alpha wells 100; activation, % at 7.58 µM; actives 0.37% (n = 260,000); AID 686992;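 active means mean E-selectin-positive cell signal at least 10% of the positive control, reached in at least 60% of replicates, without over 20% cell loss; inconclusive means no rule given, readout overlaps actives, possibly toxicity-flagged; inactive means the rest, including those meeting only one limit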;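 further: in these data hits start at about 27%; measured in HUVEC primary endothelial cells; signal is the percent of cells scored E-selectin positive by PE staining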
#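 Test system: HUVEC | Signal: Immunofluorescence imaging | Read-out: Percent E-selectin-positive cells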
# esBAF inh: inhibitors of esBAF chromatin remodeling in mouse ES cells; Bmi1-luciferase knock-in reporter, 24 h; 100% = twice the neutral-well signal; reporter increase, % at 12.5 µM; actives 2% (n = 350,000); AID 602393; in the data active means activation above about 40%; inconclusive means no clear call, values can overlap the other calls;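 further: 0% = median of the plate's neutral control wells and 100% = double that signal; a rise in the Bmi1 reporter signal indicates esBAF inhibition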
# Xi reactivation: reactivates the inactive X chromosome in mouse fibroblasts; XiGFP mouse fibroblasts, % GFP-positive cells imaging, 3 d; cells co-treated with 5-aza-dC sensitizer; scaled so ellipticine positive control = 100%; activation, % at 7.58 µM; actives 0.055% (n = 360,000);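 active means mean normalized replicate activation at least 10% and every replicate at or above 10%; inconclusive means only one of the two criteria met; inactive means mean below 10% and not all replicates reach 10%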;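 further: 0% = median of on-plate neutral control wells and 100% = ellipticine 6 µM median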
#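 Assay system – SV40-immortalized XiGFP fibroblast cells, line 68-5-11 · Buffer or medium – DMEM supplemented with 5-aza-dC as sensitizing agent · Dosing – one concentration, pinned · Benchmarks – positive control ellipticine, 6 µM final · Times – 3 days compound exposure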
# S100A4 MyoIIA: blocks human S100A4 binding to myosin IIA peptide. inhibition, % at 10.7 µM. actives 0.14% (n = 360,000). S100A4/TAMRA-MyoIIA peptide fluorescence polarization. P26447;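 active means mean inhibition of at least 70% across replicates, with every replicate also reaching that level; inconclusive means mean inhibition reaches 70% but some replicates fall short; inactive means mean inhibition below 70%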
# Target sequence (P26447 whole entry, looked up): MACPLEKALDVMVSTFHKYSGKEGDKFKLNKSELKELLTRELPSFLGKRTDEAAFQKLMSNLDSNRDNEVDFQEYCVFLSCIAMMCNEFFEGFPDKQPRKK
#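 Material: human S100A4 monomer with TAMRA-labelled myosin IIA peptide; buffer or medium: HEPES pH 7.2 with CaCl2, KCl, NaCl, DTT, Triton; compound dosing: one concentration per compound; schedule: 5 min incubation before reading; benchmarks: neutral control DMSO, positive control TFP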
# EWS-Fli inh: blocks EWS/Fli oncoprotein-driven transcription; A673 NR0B1-luciferase reporter, viability-normalised; inhibition, % at 12.6 µM; actives 0.67% (n = 350,000); AID 651661;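 active means mean inhibition of at least 50% after viability correction, with every replicate also passing that limit; inconclusive means mean reaches 50% but only one of two replicates passes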;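 further: firefly luciferase signal divided by Alamar Blue viability fluorescence both relative to DMSO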
# RAD52 inh: RAD52 (human) annealing inhibition. inhibition, % at 18.7 µM. recombinant RAD52 DNA annealing, FRET fluorescence. AID 651710. actives 0.46% (n = 360,000). P43351;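 active means every replicate showing at least 50% inhibition; inconclusive means mean inhibition at least 50% but not in every replicate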
# Target sequence (P43351 whole entry, looked up): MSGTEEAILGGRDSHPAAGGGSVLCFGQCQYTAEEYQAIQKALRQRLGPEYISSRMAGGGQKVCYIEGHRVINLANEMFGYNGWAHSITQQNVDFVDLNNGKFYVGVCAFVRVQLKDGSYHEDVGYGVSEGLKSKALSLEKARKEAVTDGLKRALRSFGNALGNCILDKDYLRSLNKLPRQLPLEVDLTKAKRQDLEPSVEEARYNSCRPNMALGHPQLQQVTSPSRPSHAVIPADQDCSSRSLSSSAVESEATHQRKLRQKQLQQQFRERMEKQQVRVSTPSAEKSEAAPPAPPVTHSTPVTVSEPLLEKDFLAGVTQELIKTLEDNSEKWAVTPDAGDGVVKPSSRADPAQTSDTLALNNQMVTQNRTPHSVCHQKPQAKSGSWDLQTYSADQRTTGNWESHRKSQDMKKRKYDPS
# * = called active by the depositor; ? = inconclusive; / = no result given.
SMILES,FN deposit inh,RAD54 inh,E-selectin induc,esBAF inh,Xi reactivation,S100A4 MyoIIA,EWS-Fli inh,RAD52 inh
Cc1ccc(/C(N)=N/OC(=O)c2ccc3c(c2)OCO3)cc1,1,/,/,/,-0.1,7,1,-4
COCCCN=C(c1ccco1)n1c(=S)nc(-c2ccco2)n(CCCOC)c1=S,/,2,/,15,/,-1,/,-14
COCCn1c(Cc2ccccc2)nnc1SCC(=O)NC1CCCCC1,-5,2,/,-2,0.2,3,3,-7
O=C(O)C(F)=C(c1ccccc1)c1ccccc1,2,/,0.0,/,0.0,-1,4,-13
COc1ccccc1C#Cc1ccc([C@@H]2[C@@H](CO)N(C(=O)C3CC3)[C@H]2C#N)cc1,-5,-7,0.1,6,0.2,-3,-7,-8
CC(C)C[C@H](NC(=O)c1[nH]cnc1C(=O)Nc1ccc(CNC(=O)OC(C)(C)C)cc1)C(=O)OCc1ccccc1,2,4,0.0,13,0.9,-2,9,-6
NS(=O)(=O)c1ccc(CNC(=O)c2cc(=O)c3cc(Cl)ccc3o2)cc1,-3,0,0.0,3,0.0,-3,13,1
O=C(CCCO)N/N=C/c1ccccc1[N+](=O)[O-],-2,/,/,/,-0.2,3,-6,-6
C[C@@H]1CN([C@@H](C)CO)S(=O)(=O)c2ccc(-c3cccnc3)cc2O[C@H]1CN(C)C(=O)NC1CCCC1,-9,-6,0.0,-6,-0.5,56,-3,3
COc1ccc(NC(=O)N(C)C[C@@H]2Oc3ccc(NC(=O)c4ccncc4)cc3C(=O)N([C@@H](C)CO)C[C@H]2C)cc1,/,-15,-8.4,5,0.2,2,-16,-1
Cc1cc(Br)ccc1-n1[nH]c(C)c(C=Nc2cccc3nsnc23)c1=O,/,-1,/,7,0.0,-3,11,-26
CC(=O)N1CCN(S(=O)(=O)c2ccc(S(=O)(=O)N3CCCC(C)C3)cc2)CC1 (configuration not stated),2,-3,/,2,0.1,3,-13,-8
COC(=O)c1cc2ccccc2c([N+](=O)[O-])c1O,6,-2,1.9,-5,0.0,5,-7,-14
COCc1c(C(=O)Nc2cccc(S(=O)(=O)N3CCCCC3)c2)oc2ccccc12,/,-4,/,14,/,-1,/,-18
O=C(CN1CCN(c2ncccn2)CC1)Nc1ccccc1C(F)(F)F,11,/,-0.4,/,0.1,-2,6,5

# The closing seven entries of the part before lead into the next.
SMILES,FN deposit inh,RAD54 inh,E-selectin induc,esBAF inh,Xi reactivation,S100A4 MyoIIA,EWS-Fli inh,RAD52 inh
C[C@@H]1CN([C@@H](C)CO)S(=O)(=O)c2ccc(-c3cccnc3)cc2O[C@H]1CN(C)C(=O)NC1CCCC1,-9,-6,0.0,-6,-0.5,56,-3,3
COc1ccc(NC(=O)N(C)C[C@@H]2Oc3ccc(NC(=O)c4ccncc4)cc3C(=O)N([C@@H](C)CO)C[C@H]2C)cc1,/,-15,-8.4,5,0.2,2,-16,-1
Cc1cc(Br)ccc1-n1[nH]c(C)c(C=Nc2cccc3nsnc23)c1=O,/,-1,/,7,0.0,-3,11,-26
CC(=O)N1CCN(S(=O)(=O)c2ccc(S(=O)(=O)N3CCCC(C)C3)cc2)CC1 (configuration not stated),2,-3,/,2,0.1,3,-13,-8
COC(=O)c1cc2ccccc2c([N+](=O)[O-])c1O,6,-2,1.9,-5,0.0,5,-7,-14
COCc1c(C(=O)Nc2cccc(S(=O)(=O)N3CCCCC3)c2)oc2ccccc12,/,-4,/,14,/,-1,/,-18
O=C(CN1CCN(c2ncccn2)CC1)Nc1ccccc1C(F)(F)F,11,/,-0.4,/,0.1,-2,6,5
CCC(=O)N1[C@H](CO)[C@H](c2ccc(-c3cccnc3)cc2)[C@@H]1CN(C)C(C)=O,/,0,1.0,-10,0.2,/,-12,/
C[C@H]1CCCCO[C@H](CN(C)CC2CCCCC2)[C@@H](C)CN([C@@H](C)CO)C(=O)c2cc(NC(=O)Nc3ccc(F)cc3)ccc2O1,/,0,0.1,-3,0.0,4,49,13
Cc1cc(C)c(S(=O)(=O)NCCc2ccccc2)c(C)c1,-9,/,/,/,0.2,1,3,-7
C/C=C/c1ccc2c(c1)O[C@@H](CN(C)C(=O)COC)[C@@H](C)CN([C@@H](C)CO)S2(=O)=O,-5,-4,0.0,3,-0.1,0,-16,0
CCOC(=O)Cn1c(=O)oc2cc(S(=O)(=O)N3CCCC(C(=O)OCC)C3)ccc21 (configuration not stated),-4,-5,/,1,0.0,-2,2,-62
COC(=O)c1ccc(-c2noc(CN(C)CC3CCCCO3)n2)cc1 (configuration not stated),-1,/,/,42,0.1,1,-64,-3
CO[C@H]1CC[C@H]2CCN(C)C(=O)[C@@H](C)[C@H](OC)CN(C)C(=O)c3cccc(C#N)c3OC[C@@H]1O2,-9,7,0.2,-1,-0.1,11,-2,-2
Cc1cc(C)nc(Sc2ncnc(N)c2[N+](=O)[O-])n1,2,6,/,2,0.2,5,9,-4
CCCCC1C2C(=O)N(c3ccc(C)cc3)C(=O)C2ON1c1ccccc1 (configuration not stated),-12,-2,/,/,0.0,-3,-26,-32
Cc1ccc(C2OCC(C)([N+](=O)[O-])CO2)cc1 (configuration not stated),-2,4,-0.3,-6,0.7,-8,-4,-7
O=C(CC(C(=O)O)c1ccc(F)cc1)c1ccc(Cl)cc1 (configuration not stated),1,-1,0.2,-1,0.2,6,-7,-14
O=C(NCC1CCCCC1)c1cc(S(=O)(=O)N2CCOCC2)ccc1F,7,3,/,1,0.0,8,9,-7
N/C(=N\OC(=O)COc1ccc(Cl)cc1Cl)c1ccncc1,10,/,/,71*,0.2,-8,-81,10
C=CCOC(=O)C1=C[C@@H](c2ccc(C(F)(F)F)cc2)C[C@@H](OCCCCO)O1,8,6,0.1,1,0.1,/,3,/
CCCCn1c(CCC(=O)O)nc2cc(S(=O)(=O)N(C)C)ccc21,8,/,1.3,/,0.0,-3,1,-15
Cc1ccc(C(=O)N2CCSCC2)cc1,/,-4,/,17,/,-4,-2,14
CCOc1ccccc1NC(=O)CN1C(=O)CSC(C)C1=O (configuration not stated),/,/,/,/,0.0,-4,1,7
CN1CCN(C(=O)c2cccn(Cc3cccc(Cl)c3)c2=O)CC1,3,0,0.2,6,0.5,1,2,-6
CCOC(=O)Cc1csc(NC(=O)CCSc2ccccc2)n1,0,2,0.0,-6,0.1,-7,1,4
C[n+]1cccc(C(=O)N/N=C/c2ccc3c(c2)OCO3)c1,2,8,0.3,7,0.2,1,-1,-1
C[C@@H]1CCCCO[C@@H](CN(C)Cc2ccc(Cl)c(Cl)c2)[C@@H](C)CN([C@H](C)CO)C(=O)c2cc(NS(=O)(=O)c3ccc(F)cc3)ccc2O1,-10,1,0.0,-6,0.1,-6,-5,10
CCNC(=O)C[C@@H]1CC[C@H]2[C@@H](COc3ccc(NC(=O)c4ccc5c(c4)OCO5)cc3C(=O)N2C)O1,-15,-10,0.0,5,0.3,6,-1,6
Cc1cccc(C(=O)NCC(=O)OC(C)C(=O)Nc2ccc(Cl)cn2)c1 (configuration not stated),-3,-16,-0.1,-9,0.0,0,-13,-3
CCOc1ccc(NC(=O)COc2ccc3c(c2)OCO3)cc1,0,/,-0.1,-1,0.1,-3,-2,-7
Cc1c(C(N)=O)sc2ncn(CC(=O)NCCc3ccccc3)c(=O)c12,0,/,-1.9,/,0.2,0,14,-56
Cc1ccc(O)c(/C=N/NC(=O)c2[nH]ncc2Br)c1,-5,-2,/,33,-0.1,6,-19,-23
CSc1ccccc1NC(=O)c1cnc2sc(C)cn2c1=O,-1,5,0.1,69*,0.1,-4,-96,3
Cc1cc(C(=O)N/N=C/c2ccc([N+](=O)[O-])s2)c2ccccc2n1,1,-11,0.0,-1,0.0,6,33,-20
O=C(Cc1ccccc1)N1CCNCC1,-16,/,/,/,0.0,8,3,-9
COc1cccc(/C=N/NC(=O)c2ccccc2)c1OS(=O)(=O)c1ccccc1,5,/,/,/,0.2,-12,2,-13
C(=N\n1cnnc1)/C1CCCCC1,/,10,/,-4,/,3,/,-6
O=C(C[C@@H]1C/C=C\CCC(=O)O[C@H](c2ccccc2)CNC1=O)N[C@H](CO)Cc1ccccc1,-6,-1,-0.4,-2,0.0,3,-5,-7
O=C(O)c1ccc(NS(=O)(=O)c2cccc(C(=O)Nc3ccc([N+](=O)[O-])cc3)c2)cc1,6,5,-0.1,-2,-0.1,-3,2,1
COc1ccc(NC(=O)Nc2cccc3c2O[C@H](CN(C)C(=O)NC2CCCCC2)[C@H](C)CN([C@@H](C)CO)C3=O)cc1,3,4,1.0,0,-0.6,3,-2,-5
COc1cccc(C(C(=O)NC(C)(C)C)N(Cc2ccc(F)cc2)C(=O)CCC(=O)Nc2cc(C)on2)c1OC (configuration not stated),-2,-17,0.0,5,0.0,0,4,-11
CCCCN(C(=O)CSc1nnc(-c2ccc(Cl)cc2)o1)c1c(N)n(CC(C)C)c(=O)[nH]c1=O,-5,-9,-0.9,-1,0.3,-7,0,-29
Cc1ccsc1CNC1C2CC3CC(C2)CC1C3 (configuration not stated),-8,/,-0.1,/,0.0,-9,0,-15
O=C(CCCN1C(=O)/C(=C/c2ccccc2Cl)SC1=S)NNC(=O)c1ccncc1,3,/,5.0,/,-0.1,-8,?,-30
COc1ccccc1C1C(C(=O)c2ccc(C)o2)=C(O)C(=O)N1c1cc(C)on1 (configuration not stated),-1,1,/,-5,0.0,-3,/,-24
COc1ccc(CC(=O)NCC(=O)N/N=C/c2cc(Br)ccc2OC)cc1,-6,3,/,/,0.0,6,4,4
COc1ccc(NC(=O)N2CCN(S(C)(=O)=O)CC2)cc1,0,/,/,/,0.5,11,6,-19
CCCCC1CCC(C(=O)N(CCC(C)C)c2c(N)n(CCCC)c(=O)[nH]c2=O)CC1 (configuration not stated),6,3,1.1,-4,0.0,0,0,-9
Cc1ccnc(NC(=O)c2ccco2)n1,4,-4,2.3,9,0.4,-4,-17,-12
CC(C)CC#Cc1ccc2c(c1)O[C@H](CN(C)Cc1cccc(F)c1)[C@@H](C)CN([C@H](C)CO)S2(=O)=O,-21,-7,-0.8,-5,-0.7,9,26,0
CCOC(=O)C1=C(CS(=O)(=O)c2ccc(F)cc2)NC(=O)NC1c1ccc(O)c(O)c1 (configuration not stated),-6,-9,/,0,0.2,4,-7,-18
